PhoP inhibition = inhibitors of PhoP regulon expression, primary screen, Salmonella Typhimurium, GFP reporter (AID 1863). S. Typhimurium PhoP-regulated promoter GFP reporter, 4 h; higher % means a stronger effect. inhibition, % at 50 µM, or IC50 in µM where a hit was titrated. actives 0.16% (n = 300,000);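 active = inhibition over 29.93%, a cutoff 3 SD above the screen mean, later confirmed by dose response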;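 note: 0% = low Mg2+ inducing control and 100% = high Mg2+ repressing control; strong numbers were not always called active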
T cell modulator = modulates CD8 T cell binding to vesicles; 2C CD8+ T cell-vesicle binding, flow cytometry; active compounds read low; calls only at 7 µM; actives 0.068% (n = 330,000); AID 2052;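 active = response, share of CD8 T cells binding vesicles, and their 90th percentile fluorescence all below set limits, cut at about 80% in these data, passing the limit was not always enough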
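Incubation: binding step 1.5 h, 37 °C, antibody labelling 20 min, ice; system: murine 2C transgenic CD8+ T lymphocytes; technique: cytometric PE anti-B7-1 and Alexa647 anti-CD8 signals after 1% paraformaldehyde fixation; also added: QL9-charged Drosophila Ld/ICAM-1/B7-1 vesicles; control set: naked versus QL9-loaded vesicles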
T cell modulator vesicle-bound % = further read-out of T cell modulator, marked with its call; double positive events, %; measured here: CD8+ vesicle-bound cell fraction;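 binding gate set so that unloaded-vesicle control wells show 10% double positive cells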
An asterisk follows results filed as active; i = inactive; + = active, no number.

Screens in order: PhoP inhibition, T cell modulator, T cell modulator vesicle-bound %
COc1ccccc1-n1c(SCC(=O)Nc2cccc(C(=O)O)c2)nnc1-c1ccccc1O
    -1%, i, 56
Cc1cccc(NC(=O)CNC(=O)c2cccs2)n1
    1%, i, 25
CCCCn1c(N)c(N(CCOC)C(=O)c2cc3c(s2)CCCCC3)c(=O)[nH]c1=O
    -5%, i, 33
O=C(CN1C(=O)NC2(CCCc3ccccc32)C1=O)Nc1cc(F)ccc1F (stereo not drawn)
    6%, i, 26
CN(CC(=O)Nc1cccc(F)c1)C(=O)CCCNC(=O)c1ccc(Cl)cc1
    7%, i, 36
COc1cccc(-c2nc(C(=O)NCC3CCCO3)cc3c2[nH]c2ccccc23)c1 (stereo not drawn)
    -6%, i, 37
CCOCCCn1c(SCC(=O)Nc2ccc3[nH]c(=O)[nH]c3c2)nc2ccccc2c1=O
    -8%, i, 24
COc1ccc(-c2ccc3nnc(SCC(=O)Nc4ccc(NC(C)=O)cc4)n3n2)cc1
    -2%, i, 43
Cc1ccc(C(=O)NC2CC(C)(C)NC(C)(C)C2)cc1
    12%, i, 42
COc1ccc(NC(=O)CN(C)C(=O)c2cc(S(=O)(=O)N(C)C)ccc2N2CCCC2)cc1
    3%, i, 30
Cc1csc(NC(=O)CSc2[nH]c(=O)ncc2C)n1
    8%, i, 31
CC(Sc1nnc(-c2ccccc2F)n1N)C(=O)NCC1CCCO1 (stereo not drawn)
    -8%, i, 28
COc1ccc(S(=O)(=O)Nc2ccc(Cl)cn2)cc1
    -4%, i, 42
O=C(COC(=O)C1CCC1)NC(=O)c1ccccc1
    -7%, +, 16*
O=C(CN1C(=O)NC2(CCCCC2)C1=O)Oc1ccc2c(C(F)(F)F)cc(=O)oc2c1
    -11%, i, 35
OC(CCc1ccncc1)c1ccccc1 (stereo not drawn)
    6%, i, 31
CCN(C(=O)CSc1ncn[nH]1)c1c(N)n(Cc2ccccc2)c(=O)[nH]c1=O
    0%, i, 34
Cc1ccc(S(=O)(=O)N2CCOC23CCN(C(=O)C(=O)NCCC(C)C)CC3)cc1
    -2%, i, 49
CC(C)=CCc1cc([C@@H]2CC(=O)c3ccc(O)c(CC=C(C)C)c3O2)ccc1O
    2%, i, 23
CCCCNc1c(-c2ccc(SC3CCCCC3)cc2)nc2ccccn12
    -3%, i, 55
COc1ccccc1OC(C)C(=O)N1CCc2ccccc21 (stereo not drawn)
    8%, i, 40
COc1ccc(NC(=O)CN(C)C(=O)c2ccc(NS(=O)(=O)c3ccc4[nH]c(=O)[nH]c4c3)cc2)cc1
    -2%, i, 46
O=C(NCC(c1ccco1)N1CCCCC1)c1cccc(NS(=O)(=O)c2ccc(Br)cc2)c1 (stereo not drawn)
    6%, i, 30
C[C@H]1[C@H](NC(=O)C(=NOC(C)(C)C(=O)O)c2csc(N)n2)C(=O)N1S(=O)(=O)O
    -6%, i, 38
CC(C)Oc1ccc(S(=O)(=O)N2CCOCC2)cc1NC(=O)C(C)Oc1ccc(F)cc1 (stereo not drawn)
    -8%, i, 54
COc1cccc(N2C(=O)CC(N3CCN(c4ccc([N+](=O)[O-])cc4)CC3)C2=O)c1 (stereo not drawn)
    -1%, i, 69
Cc1cccc(NC(=O)CC(=O)Nc2cccc(C)c2)c1
    3%, i, 57
O=C(COC(=O)c1nc(Cl)ccc1Cl)NC1CCS(=O)(=O)C1 (stereo not drawn)
    2%, i, 42
O=C(CN1C(=O)NC2(CCCC2)C1=O)Nc1nc2c(F)cc(F)cc2s1
    7%, i, 32
Cc1cc(-c2cc(C(=O)Nc3ccccc3)on2)nc(NC2CCCC2)n1
    -5%, i, 44

Among those listed so far, three have a Cl atom.
Screens in order: PhoP inhibition, T cell modulator, T cell modulator vesicle-bound %
CN(CC(=O)Nc1cccc(F)c1)C(=O)CCCNC(=O)c1ccc(Cl)cc1
    7%, i, 36
COc1ccc(S(=O)(=O)Nc2ccc(Cl)cn2)cc1
    -4%, i, 42
O=C(COC(=O)c1nc(Cl)ccc1Cl)NC1CCS(=O)(=O)C1 (stereo not drawn)
    2%, i, 42

Next part:
Screens in order: PhoP inhibition, T cell modulator, T cell modulator vesicle-bound %
Cc1ccc(OCC(=O)Oc2c(C)cccc2C)cc1
    -1%, i, 50
N#CCc1ccc(NC(=O)c2ccc(S(=O)(=O)N3CCCC3)cc2)cc1
    -5%, i, 18
CN(CC(=O)Nc1ccc(Cl)c(C(F)(F)F)c1)C(=O)Cc1n[nH]c(=O)c2ccccc12
    -1%, i, 16
Cc1ccccc1NC(=O)c1ccccc1NC(=O)c1ccccc1F
    -2%, i, 20
CCC1(c2ccc(F)cc2)NC(=O)N(CC(=O)N2CCN(S(=O)(=O)c3ccc(C)cc3)CC2)C1=O (stereo not drawn)
    -5%, i, 40
O=C(O)c1ccc(-c2noc(-c3ccccc3C(F)(F)F)n2)cc1
    -13%, i, 29
N#C/C(=C\c1ccc(O)c(O)c1)C(=O)N1CCc2ccccc21
    3%, i, 27
COc1ccccc1N(Cc1ccccc1)S(=O)(=O)c1cccc(C(=O)NC2CC(C)(C)NC(C)(C)C2)c1
    6%, i, 42
NC(=O)C1CCN(C(=O)c2ccc(OCC(=O)Nc3cccc(C(F)(F)F)c3)cc2)CC1
    -5%, i, 59
CCN1CCN(c2ccc(S(=O)(=O)N3CCOCC3)cc2NC(=O)c2ccc(Cl)cc2Cl)CC1
    3%, i, 59
CC(=O)Oc1ccccc1C(=O)N1CCN(S(=O)(=O)c2ccc3ccccc3c2)CC1
    -3%, i, 65
Cc1ccnc(NC(=O)c2ccc(S(=O)(=O)N3CCC(C)CC3)cc2)c1
    3%, i, 57
COCCN1C(=O)N[C@@H](c2ccccc2)[C@@H](C(=O)OC)[C@H]1C
    2%, i, 23
COc1ccc(S(=O)(=O)NNc2nc(C)cc(C)n2)cc1Br
    10%, i, 30
CCN1CCN(CCC(=O)Nc2ccc(F)c(F)c2)CC1
    -3%, i, 66
CNC(=O)c1c(NC(=O)CCS(=O)(=O)c2ccc(C)cc2)sc(C)c1C
    0%, i, 37
COc1ccc(C(CNC(=O)CCNS(=O)(=O)c2ccc(C)cc2)N2CCOCC2)cc1 (stereo not drawn)
    -6%, i, 28
CC1(NC(=O)c2cccc(S(=O)(=O)N3CCN(c4ccccc4)CC3)c2)CCS(=O)(=O)C1 (stereo not drawn)
    -3%, i, 27
O=C(NCC(=O)N1CCCC(C(F)(F)F)C1)c1ccccc1F (stereo not drawn)
    -5%, i, 49
O=C(NNC(=O)c1ccccc1O)c1ccc(NS(=O)(=O)c2ccc(F)cc2)cc1
    2%, i, 44
CNCC(O)c1ccc(O)c(O)c1 (stereo not drawn)
    -10%, i, 41
O=C1CSC(c2ccccc2F)N1c1ccccc1F (stereo not drawn)
    1%, i, 53
CC1(C)CN(C(=S)Nc2ccc(F)cc2F)C1=O
    -3%, i, 14
Cc1cc(NC(=O)CS(=O)(=O)c2ccc(F)cc2)no1
    6%, i, 24
CCCc1cc(=O)oc2cc(OCC(=O)NCC3CCC(C(=O)O)CC3)ccc12 (stereo not drawn)
    -7%, i, 56
CCN(CC)CCn1c2c(c(SCC(=O)Nc3cccc4ccccc34)nc1=O)CCC2
    4%, i, 17
COc1ccc(-c2csc(NC(=O)CN3C(=O)C4CCCCC4C3=O)n2)c(OC)c1 (stereo not drawn)
    -1%, i, 31
COc1ccc(NS(=O)(=O)c2ccc(C)c(C(=O)N(C)Cc3ccc(C)cc3)c2)cc1
    -6%, i, 20
Cc1ccc(NC(=O)c2ccc(C)cc2)cc1
    6%, i, 21
O=C(NCCSc1ncc(-c2ccc(F)cc2)[nH]1)c1ccco1
    -5%, i, 45

Structural class: those above with a cyano group
Screens in order: PhoP inhibition, T cell modulator, T cell modulator vesicle-bound %
N#CCc1ccc(NC(=O)c2ccc(S(=O)(=O)N3CCCC3)cc2)cc1
    -5%, i, 18
N#C/C(=C\c1ccc(O)c(O)c1)C(=O)N1CCc2ccccc21
    3%, i, 27

Reprinted at random: 2 compounds from above, in no set order.
Screens in order: PhoP inhibition, T cell modulator, T cell modulator vesicle-bound %
O=C(O)c1ccc(-c2noc(-c3ccccc3C(F)(F)F)n2)cc1
    -13%, i, 29
Cc1ccccc1NC(=O)c1ccccc1NC(=O)c1ccccc1F
    -2%, i, 20

As a short view, some entries already given.
Screens in order: PhoP inhibition, T cell modulator, T cell modulator vesicle-bound %
Cc1ccc(OCC(=O)Oc2c(C)cccc2C)cc1
    -1%, i, 50
N#CCc1ccc(NC(=O)c2ccc(S(=O)(=O)N3CCCC3)cc2)cc1
    -5%, i, 18
CN(CC(=O)Nc1ccc(Cl)c(C(F)(F)F)c1)C(=O)Cc1n[nH]c(=O)c2ccccc12
    -1%, i, 16

Continuation.
Screens in order: PhoP inhibition, T cell modulator, T cell modulator vesicle-bound %
COc1ccc(C)cc1NC(=O)C(OC(=O)Cn1cnc2c1c(=O)n(C)c(=O)n2C)c1ccccc1 (stereo not drawn)
    6%, i, 59
CCN1C(=O)c2ccc(C(=O)Nc3cccc(C(=O)O)c3)cc2C1=O
    5%, i, 57
O=C(OCc1nnc(-c2ccccc2)o1)c1ccc(-n2cnnn2)cc1
    -1%, i, 14
COc1cccc(COC(=O)CCNC(=O)c2ccc(Br)cc2)c1OC
    -1%, i, 47
O=C(CS(=O)(=O)c1ccccc1)Nc1ccc(Cl)cn1
    -4%, i, 11
CC(=O)NC12CC3CC(C1)CC(C(=O)N1CCN(S(=O)(=O)c4cccc(C(F)(F)F)c4)CC1)(C3)C2
    3%, i, 43
CN1C(=O)C(=O)/C(=C(/O)c2ccccc2)C1c1ccc([N+](=O)[O-])cc1 (stereo not drawn)
    -8%, i, 24
CCOc1ccc2nc(SCC(=O)N(CCOC)c3c(N)n(Cc4ccccc4)c(=O)[nH]c3=O)[nH]c2c1
    4%, i, 53
CN(C1CCS(=O)(=O)C1)S(=O)(=O)c1cccs1 (stereo not drawn)
    -5%, i, 61
O=C(NNC(=O)C1CCN(S(=O)(=O)c2ccccc2C(F)(F)F)CC1)c1ccccc1O
    -10%, i, 29
Cc1cc(Br)ccc1NC(=O)CN(C)C(=O)COc1cccc2c1OC(C)(C)C2
    -4%, i, 33
O=C(Nc1ccccc1Br)c1ccc(N2CCCC2=O)cc1
    -1%, i, 33
CC(C)CN1CCC(=O)N(CCC#N)CC1
    9%, i, 16
COCCNC(=O)c1onc(CSc2ccccc2)c1C(=O)NCCOC
    6%, i, 42
CCC1(c2ccccc2)NC(=O)N(CC(=O)NNC(=O)CCN2CCN(c3ccccc3)CC2)C1=O (stereo not drawn)
    1%, i, 56
Cc1cc(C)n2nc(SC(C)C(=O)NC3CCCCC3C)nc2n1 (stereo not drawn)
    -3%, i, 14
C#CCOCCOCCOCCNc1nc(N2CCN(C(=O)CCCCCCCCCCNC(=O)[C@H](CO)n3cc(CCCSC)nn3)CC2)nc(N2CCN(C(=O)CCCCCCCCCCNC(=O)[C@@H]([C@H](C)O)n3cc(C)nn3)CC2)n1
    -12%, i, 38
COCCN(C(=O)Cc1coc2cc(C)c(C)cc12)c1c(N)n(Cc2ccccc2)c(=O)[nH]c1=O
    -7%, i, 25
O=C(CSc1nc(=O)n(Cc2ccccn2)c2c1CCC2)Nc1ccc(F)cc1F
    -6%, i, 44
COc1ccc(NC(=O)C(=O)NCC(c2ccco2)N2CCc3ccccc3C2)cc1 (stereo not drawn)
    -8%, i, 57
COc1ccc(NC(=O)c2ccc(-n3cncn3)c([N+](=O)[O-])c2)cc1OC
    -6%, i, 19
COc1ccc(OC)c(C(=O)COC(=O)CN2C(=O)NC3(CCCCC3C)C2=O)c1 (stereo not drawn)
    -7%, i, 55
Cc1ccc(N2CC(C(=O)Nc3cc(Cl)ccc3-n3cncn3)CC2=O)cc1 (stereo not drawn)
    4%, i, 32
Cc1ccn2c(=O)nc(SCC(=O)Nc3cc(C)on3)nc2c1
    -2%, i, 24
CC(=O)Nc1cccc(C(=O)OCC(=O)NCc2cc(C)c(O)c(C)c2)c1
    -4%, i, 31
O=C(NCc1ccccc1)C1(C(F)(F)F)C/C(=C\CCO)CCCO1 (stereo not drawn)
    -3%, i, 24
COc1ccc([C@@H]2CC=C(C(=O)O)[C@H](c3ccccc3)N2S(=O)(=O)c2ccccc2C)cc1
    -7%, i, 16
COc1ccc(CNS(=O)(=O)CCNC(=O)c2ccc3c(c2)OCO3)cc1
    -2%, i, 8
COc1ccccc1NS(=O)(=O)c1cccc(C(=O)NNC(=O)c2ccc(O)c(Cl)c2)c1
    -2%, i, 27
COc1ccc(/C=C2\CCn3c2nc2ccccc2c3=O)cc1OC
    -6%, i, 52

Assay outcomes as filed in PubChem BioAssay.

A portion of the library; rates above refer to the full screens.
